M4 ag – agonists of human muscarinic M4 receptor (CHRM4); P08173; CHO-K1 hM4/Gqi5, Fluo-8 calcium fluorescence; vehicle 0%, full acetylcholine response 100%; activation, % at 3 µM; 360,000 tested, 0.14% active; AID 624127;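 active = activation above the run mean over all test wells plus 3 SD, cut at about 32% in these data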;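 also: peak over basal fluorescence ratio per well then scaled between controls; 0% = DMSO wells and 100% = acetylcholine at EC100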
CHRM5 antagonist – CHRM5 antagonism in calcium assay; AID 624040; P08912; CHO-hM5 cells, Fluo-8 calcium fluorescence, ACh EC80; 360,000 tested, 0.59% active; inhibition, % at 3 µM;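 active = inhibition above a per-plate cutoff, the mean of that plate's test compounds plus 3 SD, cut at about 27% in these data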;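 also: 0% = acetylcholine EC80 with DMSO and 100% = DMSO without agonist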
Target sequence (P08912 whole entry, looked up): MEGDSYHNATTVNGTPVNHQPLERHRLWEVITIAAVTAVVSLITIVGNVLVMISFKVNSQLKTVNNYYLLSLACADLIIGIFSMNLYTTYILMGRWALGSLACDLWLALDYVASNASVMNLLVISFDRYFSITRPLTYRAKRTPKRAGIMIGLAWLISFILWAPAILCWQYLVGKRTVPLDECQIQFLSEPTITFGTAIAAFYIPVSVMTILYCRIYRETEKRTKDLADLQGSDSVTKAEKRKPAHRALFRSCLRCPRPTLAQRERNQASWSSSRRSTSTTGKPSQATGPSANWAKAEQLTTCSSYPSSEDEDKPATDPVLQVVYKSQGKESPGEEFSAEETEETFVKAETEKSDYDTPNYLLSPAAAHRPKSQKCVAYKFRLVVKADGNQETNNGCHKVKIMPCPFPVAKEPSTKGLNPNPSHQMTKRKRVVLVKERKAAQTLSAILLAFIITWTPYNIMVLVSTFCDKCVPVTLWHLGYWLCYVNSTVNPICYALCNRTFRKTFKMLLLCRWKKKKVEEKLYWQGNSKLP
M1 PAM – potentiates human M1 receptor response to acetylcholine | CHO-K1 hM1, Fluo-8 calcium fluorescence, ACh EC20; 0% = ACh EC20, 100% = maximal ACh | P11229 | 360,000 tested, 0.088% active | activation, % at 3 µM; in the data active = activation above about 19%, passing the limit was not always enough
TAAR1 agonist – agonists of human TAAR1. activation, % at 3 µM. CHO RD-HGA16 TAAR1, Fluo-8 calcium fluorescence; vehicle wells 0%, saturating PEA agonist 100%. AID 624467. 360,000 tested, 0.99% active. Q96RJ0;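 active = activation above the mean activation of all test compounds in the run plus 3 SD, cut at about 38% in these data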
Target sequence (Q96RJ0 whole entry, looked up): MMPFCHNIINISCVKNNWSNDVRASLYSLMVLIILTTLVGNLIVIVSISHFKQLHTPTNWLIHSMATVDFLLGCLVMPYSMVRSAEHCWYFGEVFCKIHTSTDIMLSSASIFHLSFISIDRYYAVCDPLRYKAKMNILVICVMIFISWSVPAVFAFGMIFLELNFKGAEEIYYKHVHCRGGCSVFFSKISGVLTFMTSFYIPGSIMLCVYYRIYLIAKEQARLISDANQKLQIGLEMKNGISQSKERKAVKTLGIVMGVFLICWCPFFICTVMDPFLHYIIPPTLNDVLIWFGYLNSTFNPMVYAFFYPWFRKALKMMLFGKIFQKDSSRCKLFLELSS
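Assay system – CHO-derived RD-HGA16 cells with stable Gα16 and human TAAR1 · Compound dosing – one-point dosing at 3 µM (nominal) · Incubation – 17-24 h seeding, 75 min 37 °C dye, 30 min RT · Measured by – kinetic Fluo-8 calcium fluorescence · Control set – DMSO vehicle as 0%, PEA at EC100 as 100% · Repeats – single well for each compound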
CHRM1 agonist – agonists of human M1 muscarinic receptor; P11229; CHO-K1 hM1, Fluo-8 calcium fluorescence, agonist mode; 0% DMSO, 100% acetylcholine EC100; activation, % at 3 µM; 360,000 tested, 0.33% active; AID 588814;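 active = activation above the run's mean compound activation plus 3 SD, cut at about 16% in these data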;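 also: peak over basal fluorescence ratio within a 140 s kinetic read after compound addition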
M1 antag – antagonists of human M1 muscarinic receptor | CHO-K1 hM1, Fluo-8 calcium fluorescence, ACh EC80 antagonist | inhibition, % at 3 µM | 360,000 tested, 1.3% active | AID 588852;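 active = percent inhibition above its own plate's cutoff, namely the mean of that plate's compound wells plus 3 SD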;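 also: peak over basal fluorescence ratio during 140 s after agonist addition; 0% = ACh EC80 plus DMSO and 100% = DMSO alone without agonist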
M5 PAM – CHRM5 positive allosteric modulation | P08912 | AID 624038 | CHO-K1 hM5, Fluo-8 calcium, ACh EC20 PAM; 0% = ACh EC20, 100% = ACh EC100 | 360,000 tested, 0.3% active | activation, % at 3 µM;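 active = activation above the run cutoff, the mean activation of all test compounds plus 3 SD, cut at about 18% in these data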
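Assay system – human M5 receptor in CHO-K1 cells · Read-out – % activation, ACh-normalized · Technique – Fluo-8 calcium fluorescence · Dosing – single-point, 3 µM nominal · Incubation – Fluo-8 loading 80 min at 37 °C plus 30 min room temperature · Repeats – singlicate, one well per test compound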
M5 ag – CHRM5 agonism in calcium assay; 360,000 tested, 0.19% active; activation, % at 3 µM; CHO-K1 hM5 cells, Fluo-8 calcium fluorescence; 0% DMSO wells, 100% maximal acetylcholine response; P08912;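 active = activation above the run's mean over test compounds plus 3 SD, cut at about 23% in these data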;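 also: signal is peak over basal fluorescence ratio across the kinetic read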
CHRM4 antagonist – CHRM4 antagonism in calcium assay | 360,000 tested, 0.73% active | CHO-hM4 cells, ACh EC80, Fluo-8 calcium fluorescence | inhibition, % at 3 µM | P08173;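 active = inhibition above its plate's cutoff, the mean inhibition of sample wells plus 3 SD, cut at about 27% in these data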;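 also: 0% = acetylcholine EC80 with DMSO and 100% = DMSO without agonist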
An asterisk follows results filed as active; . = not tested or not shown.

SMILES	M4 ag	CHRM5 antagonist	M1 PAM	TAAR1 agonist	CHRM1 agonist	M1 antag	M5 PAM	M5 ag	CHRM4 antagonist
COc1ccc(/C=C/CN2CCN(CC(C)C)C(CCO)C2)cc1 (stereo unspecified)	0.9	-1.5	-21.7	-1.0	-10.3	27.9*	0.8	-9.1	2.3
O=C(Nc1nc(-c2ccc(-c3ccccc3)cc2)cs1)c1cnccn1	1.2	1.8	8.5	-0.9	-3.0	-3.1	-0.3	1.7	-5.1
O=C(Nc1nnc(C2CC2)s1)c1cc2ccccc2o1	2.7	3.9	3.0	2.9	-1.4	-8.7	3.3	0.9	6.9
CCOC(=O)C1=C(C)NC(=O)NC1c1ccc(OC)c(Cl)c1 (stereo unspecified)	0.0	-1.3	4.9	.	-3.1	1.1	3.5	1.7	9.3
Nc1ccccc1SCC(=O)Nc1cccc2ccccc12	1.5	0.0	8.9	-0.8	-5.6	-18.0	0.0	-6.9	-3.4
OCCNc1ccc(Cl)cc1	0.6	2.2	5.1	-4.2	-3.4	-10.2	-6.5	-1.6	1.2
N#Cc1cccc(C#N)c1Oc1ccc(S(=O)(=O)Nc2ccccc2)cc1	14.2	9.1	-6.8	10.4	3.8	3.0	-12.3	2.7	11.3
O=C(CN1C(=O)S/C(=C/c2cccn2-c2ccc(O)cc2)C1=O)N1CCCC1	10.7	3.9	2.6	11.0	-0.8	-1.1	-4.3	0.8	-16.1
CCCOc1ccc(C2C3=C(CCCC3=O)N(CC(=O)O)C3=C2C(=O)CCC3)cc1OCC	0.7	-3.1	15.0	0.7	-0.2	-11.2	-3.8	6.3	6.2
CCc1nc2c(OCC(=O)c3ccc(Cl)cc3Cl)cccn2c1N(C)C(=O)COc1ccccc1	6.1	12.5	-2.3	-1.7	-7.2	-13.7	-8.5	-2.9	1.6
CC1CCN(CCCn2c(=S)[nH]c3ccccc3c2=O)CC1	0.1	-5.0	-12.3	-0.8	-6.0	19.0	1.4	-8.1	7.9
CC(=O)c1cccc(NC(=O)N2CCC(c3ccc(C)cc3)C2)c1 (stereo unspecified)	2.7	6.2	2.4	-2.3	-4.9	-4.2	1.3	-4.8	0.5
Cc1ccsc1C(=O)NNC(=O)CCN1CCN(c2ccccc2)CC1	0.4	10.8	17.7	-0.5	-0.1	-18.0	1.9	1.5	-13.5
COc1ccc(CC(N)c2csc(Nc3nc(C)cnc3C)n2)cc1 (stereo unspecified)	11.3	5.6	9.6	12.9	3.1	-14.4	-1.4	0.6	-10.3
COc1cccc(CN2CCNC(=O)C2CC(=O)NCCn2cccn2)c1OC (stereo unspecified)	0.3	12.0	6.4	5.2	-4.5	-0.9	-1.0	-2.7	9.7
O=C(CN(c1ccccc1)S(=O)(=O)c1ccccc1)NCCSc1ccccn1	9.0	4.2	5.3	8.1	-7.8	-2.8	-6.2	1.9	-2.5
Cc1nnc(NC(=O)c2cc3n(n2)C(C(F)(F)F)CC(C2CC2)N3)s1 (stereo unspecified)	0.9	-0.9	2.5	-0.2	-3.4	-0.2	-0.8	-1.1	5.6
CC1=N/C(=C\c2ccc3c(c2)OCO3)C(=O)N1c1ccc(C(=O)O)cc1	1.4	1.1	5.8	1.6	-2.2	-3.4	6.2	-1.5	-6.3
Cc1cccc(CNc2ncnc3ccc(-c4ccccc4Cl)cc23)c1	2.5	7.3	3.3	13.1	-4.9	4.8	-8.0	-5.1	7.3
O=C(CCN1C(=O)c2ccccc2C1=O)NCc1ccco1	1.4	3.6	-3.1	14.4	-1.2	9.3	-6.7	1.3	-6.4
Cc1ccccc1-c1nc(CN2CCC(C(=O)NC3CCN(Cc4ccccc4)CC3)CC2)c(C)o1	3.3	-1.6	-3.5	0.2	-11.0	2.9	-1.0	-1.3	-2.1
Cc1ccc(SCc2ccc(C(=O)N3CCCCC3)cc2)cc1	3.3	6.5	5.4	22.7	-0.7	-2.6	0.1	2.5	-2.2
Cc1nn(Cc2ccccc2)c(C)c1NC(=O)c1ccc([N+](=O)[O-])cc1[N+](=O)[O-]	2.4	-0.1	4.8	3.2	-7.2	-5.7	-4.2	2.0	0.8
CC(C)Cn1c(=S)[nH]c2cc(Cl)ccc21	-1.7	4.7	-2.3	5.9	-4.8	5.2	4.7	-5.2	-6.3
O=C(CCNC(=O)c1ccc(Br)cc1)Nc1cc(Cl)ccc1-n1cncn1	2.8	4.1	4.6	0.5	-5.3	-10.6	-3.9	-2.3	-1.8

The list continues.
SMILES	M4 ag	CHRM5 antagonist	M1 PAM	TAAR1 agonist	CHRM1 agonist	M1 antag	M5 PAM	M5 ag	CHRM4 antagonist
CCCC[C@H]1COCCS(=O)(=O)N1Cc1ccc(F)cc1	0.4	4.0	-4.7	0.1	-10.2	1.8	-7.5	-10.5	-7.4
CCOC(=O)C1=CN(Cc2cccc(Br)c2)S(=O)(=O)NC1C (stereo unspecified)	3.3	-5.5	-4.8	-0.5	-3.4	5.0	-4.3	-0.1	6.2
COCCN(CC(=O)Nc1cccc(C)c1C)C(=O)Cc1cccs1	0.8	-9.2	4.9	1.6	-3.7	-1.6	10.2	3.1	-6.4
COCc1cc(C)nc(N2CCNCC2)c1C#N	1.2	-2.0	2.5	52.7*	-6.6	3.6	-2.9	-1.1	6.8
Cc1ccc(C)c(NC2=C(Cl)C(=O)OC2OC(=O)c2ccco2)c1 (stereo unspecified)	4.0	2.6	2.8	4.8	-0.5	-8.3	-9.1	0.7	7.7
CC1CCCCC1NC(=O)NC(=O)COC(=O)c1ccc(OC(F)F)cc1 (stereo unspecified)	0.3	-2.5	14.3	5.0	-4.4	-14.2	-0.8	-2.1	-17.5
CCC1CCCCN1C(=O)CCc1nnc(C2CCCCC2)o1 (stereo unspecified)	13.8	14.5	-0.6	0.0	-3.6	6.9	-10.6	3.8	-6.1
Cc1nc(N2CCOCC2)nc(N2CCCC2)c1[N+](=O)[O-]	0.3	4.1	-1.0	2.8	-6.6	7.7	-0.8	-2.7	-1.5
Cc1cccc(OCC(=O)Nc2cc(S(=O)(=O)N3CCOCC3)ccc2N2CCCC2)c1C	2.8	-9.2	9.1	-2.0	0.0	-9.0	-0.9	-2.8	-7.5
Cc1cc(=O)[nH]c(-c2cccs2)n1	13.2	9.3	-1.9	3.9	-2.8	9.2	-12.1	7.7	-7.6
O=S(=O)(NNC(=S)Nc1ccc(S(=O)(=O)Nc2ncccn2)cc1)c1ccc(Br)cc1	0.3	3.0	3.1	0.6	-1.6	-5.0	2.9	-0.4	-6.4
Cc1ccc(-n2nnnc2Sc2ccc(S(=O)(=O)NCCN(C)C)cc2[N+](=O)[O-])cc1	11.0	1.8	-26.8	10.1	-7.0	86.4*	-6.2	-7.8	34.4*
COc1ccc(CN2C(=O)C(CC(=O)NC3CCCC3)CC(C(=O)N3CCOCC3)=C2C)cc1 (stereo unspecified)	-0.2	-2.0	-2.0	0.0	-5.8	10.2	3.0	1.2	-3.5
O=C(O)CCCCCN1C(=O)C2CCCCC2C1=O (stereo unspecified)	0.6	-0.6	3.7	11.2	-3.8	-0.3	3.8	-1.2	4.0
CCOc1ccc(N(CC(=O)NC2CCCCC2)C(=O)CNC(=O)c2ccco2)cc1	0.5	1.9	7.0	3.0	-1.6	-30.6	1.0	-2.4	5.4
CCN1C(=O)N(CC)C2C1N(C(C)=O)C(=O)N2C(C)=O (stereo unspecified)	0.5	2.8	1.3	1.0	-1.9	-0.8	2.4	0.7	12.4
Cc1ccc(S(=O)(=O)N2C[C@H]3[C@H]4C(=O)N(C)C(=O)[C@H]4CC(=O)[C@H]3[C@@H]2c2ccccc2Cl)cc1	0.6	2.5	2.0	1.0	-2.6	10.5	-4.7	2.1	-1.0
Cc1cccc(Oc2nc(-c3ccccn3)nc3ccccc23)c1	0.6	10.4	-1.9	7.1	-3.4	2.8	-7.4	-1.0	0.2
Brc1ccc(CSc2ccc3nnc(-c4ccccn4)n3n2)cc1	12.1	18.1	8.3	4.8	4.7	-1.6	-8.8	3.7	-0.6

In the list so far, 8 contain a Cl atom.
SMILES	M4 ag	CHRM5 antagonist	M1 PAM	TAAR1 agonist	CHRM1 agonist	M1 antag	M5 PAM	M5 ag	CHRM4 antagonist
CCOC(=O)C1=C(C)NC(=O)NC1c1ccc(OC)c(Cl)c1 (stereo unspecified)	0.0	-1.3	4.9	.	-3.1	1.1	3.5	1.7	9.3
OCCNc1ccc(Cl)cc1	0.6	2.2	5.1	-4.2	-3.4	-10.2	-6.5	-1.6	1.2
CCc1nc2c(OCC(=O)c3ccc(Cl)cc3Cl)cccn2c1N(C)C(=O)COc1ccccc1	6.1	12.5	-2.3	-1.7	-7.2	-13.7	-8.5	-2.9	1.6
Cc1cccc(CNc2ncnc3ccc(-c4ccccc4Cl)cc23)c1	2.5	7.3	3.3	13.1	-4.9	4.8	-8.0	-5.1	7.3
CC(C)Cn1c(=S)[nH]c2cc(Cl)ccc21	-1.7	4.7	-2.3	5.9	-4.8	5.2	4.7	-5.2	-6.3
O=C(CCNC(=O)c1ccc(Br)cc1)Nc1cc(Cl)ccc1-n1cncn1	2.8	4.1	4.6	0.5	-5.3	-10.6	-3.9	-2.3	-1.8
Cc1ccc(C)c(NC2=C(Cl)C(=O)OC2OC(=O)c2ccco2)c1 (stereo unspecified)	4.0	2.6	2.8	4.8	-0.5	-8.3	-9.1	0.7	7.7
Cc1ccc(S(=O)(=O)N2C[C@H]3[C@H]4C(=O)N(C)C(=O)[C@H]4CC(=O)[C@H]3[C@@H]2c2ccccc2Cl)cc1	0.6	2.5	2.0	1.0	-2.6	10.5	-4.7	2.1	-1.0

Screens: PubChem, The Scripps Research Institute Molecular Screening Center

Not all compounds are listed, so the mix of outcomes need not match the whole.
